MC4R ag barr: MC4R agonists recruiting beta-arrestin, primary screen, cell-based, luminescence, agonist arm of biased-ligand search; Melanocortin receptor 4 (Homo sapiens), P32245; U2OS MC4R beta-arrestin complementation; percent of melanotan II response, DMSO zero; activation, % at 8.9 µM; 0.98% of 360,000 active; AID 540308, 2011;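 active = activation above a per-plate cutoff, the mean activation of sample wells on that plate plus 3 SD, cut at about 8% in these data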
CaV13 FRET inh: Primary screen for inhibitors of IQ motif and Ca2+-dependent inactivation inhibitor domain binding in CACNA1D, Förster resonance energy transfer in living cells, … | HEK cells, CFP/YFP FRET ICDI-IQ, plate reader, 10 min; percent FRET-ratio fall versus neutral wells | inhibition, % at 12.3 µM | 0.098% of 340,000 active | AID 743397;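 active = mean replicate inhibition of at least 30% and at least 1% of replicates passing that level; inconclusive = only one of the two criteria is met; inactive = neither criterion is met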;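 note: 0% = median of the neutral control wells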
HTR2A ag: mouse Htr2a agonists via beta-arrestin recruitment, primary screen, cell-based, luminescence. CHO-K1 mHTR2A beta-arrestin complementation; percent of 30 µM serotonin response. activation, % at 7.6 µM. 0.66% of 360,000 active;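 active = activation above a run cutoff, the mean activation of all tested compounds plus 3 SD, cut at about 14% in these data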;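 note: 0% = plate median of compound wells and 100% = 30 µM serotonin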
PDI inh: inhibitors of human PDI, primary screen, biochemical, turbidity, single point, plate reader | Protein disulfide-isomerase (Homo sapiens), P07237 | PDI insulin aggregation turbidity, A650, 90 min | inhibition, % at 10 µM | 0.052% of 350,000 active | AID 588391, 2011;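 active = mean inhibition across replicates of 30% or more, whatever share of single replicates reach that level; inconclusive = mean inhibition below 30% while every single replicate reaches 30%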;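 note: absorbance from insulin aggregation driven by PDI reduction with DTT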
ABCB6 inh MLPCN: ABCB6 transporter inhibitors, primary screen, K562-ABCB6 cells, flow cytometry, MLPCN library; 0.19% of 360,000 active; fluorescence ratio to DMSO, % at 10 µM; K562-ABCB6 porphyrin accumulation, 1 h; active compounds read low; AID 602162, 2011;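 active = fluorescence ratio to DMSO below 75%, the collection mean minus 3 SD; inconclusive = too few cells collected in the well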;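 note: signal is porphyrin accumulated inside mitochondria; 100% equals median channel fluorescence of DMSO control wells; lower ratio means ABCB6 inhibition with less porphyrin fluorescence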
Target sequence (Q9NP58 whole entry, looked up): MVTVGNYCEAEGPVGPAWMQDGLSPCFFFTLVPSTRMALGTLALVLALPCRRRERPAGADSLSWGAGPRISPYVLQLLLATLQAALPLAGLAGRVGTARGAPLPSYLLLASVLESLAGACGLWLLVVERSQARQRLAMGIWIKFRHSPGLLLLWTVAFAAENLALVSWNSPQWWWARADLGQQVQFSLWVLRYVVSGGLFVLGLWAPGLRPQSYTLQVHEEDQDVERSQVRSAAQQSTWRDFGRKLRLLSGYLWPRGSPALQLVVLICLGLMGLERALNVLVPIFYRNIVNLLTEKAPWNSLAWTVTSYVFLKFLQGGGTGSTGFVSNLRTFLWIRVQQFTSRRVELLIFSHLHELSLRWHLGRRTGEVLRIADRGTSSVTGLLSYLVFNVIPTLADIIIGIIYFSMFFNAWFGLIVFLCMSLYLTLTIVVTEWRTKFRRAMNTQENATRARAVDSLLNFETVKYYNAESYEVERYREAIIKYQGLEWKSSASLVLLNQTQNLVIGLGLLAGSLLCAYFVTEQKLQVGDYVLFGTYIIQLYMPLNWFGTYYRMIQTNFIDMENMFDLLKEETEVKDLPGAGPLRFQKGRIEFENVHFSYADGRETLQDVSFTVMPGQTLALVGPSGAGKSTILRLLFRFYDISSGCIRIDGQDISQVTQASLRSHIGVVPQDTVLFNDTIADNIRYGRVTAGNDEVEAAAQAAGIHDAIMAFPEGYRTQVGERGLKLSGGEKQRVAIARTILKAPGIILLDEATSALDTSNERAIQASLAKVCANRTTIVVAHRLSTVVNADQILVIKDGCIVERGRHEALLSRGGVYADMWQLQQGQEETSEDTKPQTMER
MC4R antag cAMP: MC4R antagonists of cAMP signaling, primary screen, cell-based, TR-FRET, antagonist arm of biased-ligand search; MC4R-expressing cells, MTII-stimulated cAMP, LANCE TR-FRET; 0.48% of 360,000 active; AID 540295, 2011; inhibition, % at 6.5 µM;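 active = inhibition above its plate's cutoff, the mean of tested wells on that plate plus 3 SD, cut at about 29% in these data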;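 note: 0% = Melanotan II alone and 100% = Melanotan II plus saturating MCL0020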
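Test system: U2OS cells stably expressing human melanocortin 4 receptor (MC4R); also added: Melanotan II challenge; compound: 6.5 µM single dose; timing: 30-min compound preincubation, 1-h Melanotan II challenge, 1-h detection, room temperature; signal: Eu-cAMP/anti-cAMP TR-FRET, emission 671 nm; repeats: one well per compound, no replicates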
N-glyco inh: increase of ERlucT glycosylation luciferase signal, primary screen, N-linked glycosylation inhibitor project, D54 ERlucT cells, luminescence, set 2; D54 ERlucT glycosylation luciferase reporter, 24 h; percent of 100 nM tunicamycin response; reporter increase, % at 12.5 µM; 0.23% of 360,000 active; AID 588692, 2011;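 active = mean luciferase reporter signal, scaled so untreated is 0 and the glycosylation-blocking control 100, at or above a set limit in every replicate; inconclusive = mean reaches the limit but not every replicate does; inactive = mean below the limit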;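 note: luciferase carries N-glycosylation sites so blocking glycosylation raises the light; 0% = median of neutral control wells and 100% = median of 100 nM tunicamycin wells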
aDG glyco act: activators of alpha-DG glycosylation, primary screen, uHTS, Pro5-aDG cells, AlphaScreen. activation, % at 10 µM. AID 624168, 2012. 0.22% of 360,000 active. alpha-DG glycosylation AlphaScreen (IIH6); 0% Pro5, 100% B10-LARGE cell signal;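 active = activation of at least 8% versus controls, or a plate z-score of at least 8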;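 note: Pro5 are CHO cells carrying HIG-tagged alpha-DG that lacks glycosylation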
Cardio protect: cardioprotection against H2O2-induced cell death, primary screen, uHTS, H9c2 cells, ATPLite luminescence. protection from H2O2 cell death, % at 20 µM. H9c2 cardiomyocytes, H2O2 injury protection, 2 h. 0.63% of 360,000 active;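 active = compounds giving at least 50% protection of heart cells from peroxide-induced death in the single-dose screen, raw or plate-pattern-corrected value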;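 note: 0% = DMSO wells with peroxide and 100% = DMSO wells without peroxide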
Vif inh: HIV Vif self-association inhibitors, primary screen, imaging, HEK293T, single point; inhibition, % at 7.49 µM; 0.35% of 340,000 active; HEK293T cells, Vif self-association by quenched fluorescence, 24 h; in the data active = inhibition above about 50%, passing the limit was not always enough; inconclusive = no clear call, values can overlap the other calls; inactive = below about 31%; note: some results filed as inactive read as strong as hits
* = called active by the depositor; u = inconclusive; x = no result given. Compounds as they come. About 3.6% of those tested had a hit in this group.

mol	N-glyco inh	CaV13 FRET inh	Vif inh	HTR2A ag	MC4R ag barr	MC4R antag cAMP	Cardio protect	PDI inh	ABCB6 inh MLPCN	aDG glyco act
CC(C)(C)OC(=O)N1CCC[C@H]1C(=O)N/N=C/c1ccc2nccnc2c1	2	5	2	2	-2.6	2	0	3	97	-0.2
O=C(CCl)Nc1ccc(-c2ccccc2)cc1	3	-20	6	-4	9.1*	13	8	-2	95	1.1
CC(=O)c1cccc(NC(=O)NNC(=O)CCC(=O)Nc2ccc(C)c(C)c2)c1	0	9	0	-3	-0.4	4	0	-8	99	-0.2
Cc1cc(C)c(C(=O)Cn2nc(C(=O)O)c3ccccc3c2=O)cc1C	0	-2	2	1	0.8	2	8	-3	100	-0.1
O=C(COC(=O)c1ccccc1Cc1ccccc1)Nc1ccc(SC(F)F)cc1	-2	-5	2	0	-3.7	13	-22	12	99	0.7
CSc1nc(-c2ccccc2)c(-c2ccccc2)[nH]1	2	-6	-12	-1	-1.3	1	-3	-1	97	0.2
Cn1c(=O)c2c(nc(CN3CCN(c4ccccc4)CC3)n2Cc2ccccc2Cl)n(C)c1=O	3	-6	-2	1	-0.4	6	0	1	98	-0.1
O=C(Nc1ccc(Cl)c(Cl)c1)C1CCCCC1	1	-10	-1	-3	6.0	3	-8	-8	100	0.0
N#Cc1c(N)nc2c(c1-c1ccncc1)CCCCCC2	-1	-6	-9	2	0.1	14	8	1	85	0.0
COc1cc2c(C#N)c(N3CCOCC3)nc(N)c2c(N)n1	-4	x	7	0	-1.2	-3	44	5	104	-0.1
CC(NC(=O)c1ccccc1)C(=O)OCC(=O)Nc1cccc(S(=O)(=O)N2CCCC2)c1 (centres undefined)	2	-2	3	-11	-1.2	4	4	1	106	0.0
CCOC(=O)CN(C(=O)CSc1nnc(CNc2ccc(F)cc2)n1C)c1ccccc1	1	0	-4	6	-2.1	3	7	6	82	0.0
CCOc1ccccc1NC(=O)NCc1ccc2c(c1)OCO2	-1	-2	-4	0	1.1	-3	-1	-6	93	-0.6
Cn1nc(C(=O)OCc2ccccc2F)c2ccccc2c1=O	-2	2	-3	1	-1.6	3	-14	-1	102	0.3
CCN(Cc1ccccc1)c1ccc(/C=N/N=C(N)N)cc1	-8	-2	-6	-6	4.4	6	-5	16	94	-0.9
Cc1ccc(-c2n[nH]c(=O)c3ccccc23)cc1S(=O)(=O)NCCO	2	-3	0	-1	-1.3	9	76*	-2	101	-0.2
CCNC(=O)Cn1c(=O)c2c(ncn2Cc2ccccc2)n(Cc2ccccc2)c1=O	-1	-7	-7	1	-2.0	7	6	-3	99	-0.2
COC(=O)/C=C\C(C#N)(C#N)N=Cc1ccc(OC)cc1	-1	-8	6	13	-1.2	-2	-18	-1	96	-0.1
Cc1oc2c(c(C)cc3oc(=O)c(CC(=O)N[C@@H](CC(C)C)C(=O)O)c(C)c32)c1C	3	-2	-5	6	2.9	4	9	6	104	0.1
COC(=O)NNC(=O)C1CCC(C(=O)NNC(=O)OC)CC1 (centres undefined)	4	-3	7	4	-0.2	5	-1	5	99	0.2
O=C(CC1SCCNC1=O)Nc1ccc(Cl)cc1 (centres undefined)	3	-19	-2	2	-2.7	6	3	-2	96	-0.1
O=C(CCCN1C(=O)/C(=C/c2cccs2)SC1=S)Nc1cccc(C(=O)O)c1	1	-6	-1	2	-1.8	-3	-3	7	104	-0.4
Cc1cc(=O)[nH]c(N/N=C/c2ccc(Cl)c([N+](=O)[O-])c2)n1	4	-2	16	0	-1.8	9	10	-4	95	0.1
O=C(NCc1ccccc1)c1cc(C2COCCN2C(=O)C2CC2)on1 (centres undefined)	0	-3	-13	-3	1.2	3	0	7	105	-0.3
CC(=O)c1cc(-c2ccccc2)n(CC(=O)Nc2cccc(C)c2)c1C	-2	-5	3	-2	-0.8	-4	1	u	107	-0.1
CCOC(=O)c1nnn(-c2nonc2N)c1-c1ccc(C)cc1	0	-4	13	3	1.9	17	-5	-15	101	0.0
COc1ccc2c(c1)c1nc(SCC(C)C)n(CCO)c(=O)c1n2C	-1	-6	2	7	2.7	-11	-3	6	99	-0.3
COc1ccccc1C(=O)Nc1cc(C)ccc1NC(=O)c1ccco1	1	x	-3	-3	-0.3	-3	0	-2	102	0.0
CCCCCC(=O)N1CCN(S(=O)(=O)c2ccc3c(c2)OCCO3)CC1	3	-12	x	-3	-2.2	8	0	-3	99	0.1
Cc1ccccc1NC(=O)CCNS(=O)(=O)c1cccc2nsnc12	-1	-2	0	-4	-0.7	2	-6	5	90	0.0
COCCNC(=O)CN(C(=O)c1ccc(N2CCCC2)nc1)c1ccc(Cl)cc1	1	-20	10	2	0.2	6	-6	7	96	0.0
C/C(=N\NC(=O)CN(c1ccccc1)S(C)(=O)=O)c1ccccc1O	-6	5	-7	-4	-1.8	15	59*	1	103	1.4
CC(CCc1ccccc1)NC(=O)c1ccc(-n2cncn2)c([N+](=O)[O-])c1 (centres undefined)	-2	-2	-1	3	-1.9	7	-5	3	95	-0.1
Cc1c(C(=O)NCc2ccccc2)cnn1-c1ccccc1	0	x	-9	0	-1.6	5	-4	-5	99	0.6
CCCCN(C(=O)/C=C/c1ccc(OCC(C)C)c(OCC)c1)c1c(N)n(CCC)c(=O)[nH]c1=O	-2	-19	-4	-2	-1.4	8	6	12	101	0.3
O=C(NCC1CCCO1)c1cc(-c2ccncc2)nc2ccccc12 (centres undefined)	3	-7	2	-3	-2.4	1	2	-7	96	0.1
COc1ccc(CCN2CC(C(=O)N3CCSCC3)CCC2=O)cc1 (centres undefined)	0	-5	1	5	-1.9	16	1	-7	98	-0.2
CC(=O)c1ccc(N2CCN(C(=O)c3nn(Cc4ccccc4)c(=O)c4ccccc34)CC2)cc1	-1	-4	-5	4	-0.6	10	32	-6	96	0.9
c1ccc(COc2ccc(OCCOCCn3cncn3)cc2)cc1	-5	-4	-4	-2	0.6	11	-22	-4	86	1.1
CCOc1ccc(N(C(C)C(=O)NC(C)CC)S(C)(=O)=O)cc1 (centres undefined)	1	-4	13	-4	-1.8	0	-1	2	100	0.5
ON=C1CCCC2CCCCC12 (centres undefined)	4	-5	-2	0	-2.8	-3	10	1	97	0.1
Cc1ccc2cc(CN(c3ccccc3C)S(=O)(=O)c3ccccc3)c(=O)[nH]c2c1	3	-17	-1	-3	0.1	-4	-1	-6	100	0.2
CC(C)CN1C(=O)c2ccc(C(=O)Nc3ccc(O)cc3C(=O)O)cc2C1=O	1	-19	x	-1	0.3	5	-5	2	100	0.0
CCC(c1nnnn1-c1c(C)cccc1C)N1CCN(c2ccccn2)CC1 (centres undefined)	x	-5	x	-4	x	x	x	x	96	0.2
Cc1cc(C)n(Cc2cccc(C(=O)N/N=C/c3cccnc3)c2)n1	1	x	9	-1	1.1	-2	-4	6	94	-0.2
COc1ccc(/C=C(\C#N)C(=O)OCC(=O)NC(C)c2ccccc2)cc1 (centres undefined)	0	-2	-1	1	2.0	12	-7	-5	104	0.6
CCOCc1nnc(NC(=O)c2ccco2)s1	2	-5	2	-3	-2.3	4	0	-13	97	0.0
CC(NC(=O)c1ccc(S(=O)(=O)N(C)C)cc1)c1ccc(-n2ccnc2)cc1 (centres undefined)	0	-2	-16	0	-1.3	4	1	4	96	-0.1
N#Cc1ccc(Oc2ccc(S(=O)(=O)N3CCCCC3)cn2)cc1	-1	x	5	-3	-1.3	6	-5	-4	76	0.2
Cc1ccc(C(C)C)c(OCC(=O)NCC(c2cccs2)N2CCOCC2)c1 (centres undefined)	-4	-6	-17	4	-0.5	14	-8	-2	95	0.6

(further entries)
mol	N-glyco inh	CaV13 FRET inh	Vif inh	HTR2A ag	MC4R ag barr	MC4R antag cAMP	Cardio protect	PDI inh	ABCB6 inh MLPCN	aDG glyco act
CC1=CC(=C(C#N)C#N)C=C(C)N1CCN1CCN(C(=O)Nc2ccc(Cl)c(Cl)c2)CC1	-8	-4	5	2	-0.7	-1	7	8	100	0.0
N=c1sccn1CC(=O)Nc1ccc2c(c1)CCC2	-3	-5	7	4	-1.6	-1	12	3	105	0.7
Cc1ccc(-n2ncc3c2CC(C)(C)CC3NC(=O)CN2CCCC2=O)cc1 (centres undefined)	-1	x	0	1	0.8	5	-1	-3	104	0.8
Cc1ccc(C(=O)CC(=O)COc2ccc(Cl)cc2)cc1	-1	-17	11	-2	-3.6	3	72*	-7	101	-0.1
O=C(c1cccs1)c1coc2ccc(O)c(CN(CCO)CCO)c12	0	-8	2	6	-1.5	-4	5	0	90	0.0
COc1cc2[nH]c(=S)nc(NCC3CCCO3)c2cc1OC (centres undefined)	0	-5	0	5	-0.8	-4	9	4	93	0.6
CCOC(=O)Nc1ccc(S(=O)(=O)Nc2cc(C)on2)cc1	0	-3	7	1	-0.1	8	2	-2	98	-0.3
O=C(c1cnn2c(C(F)F)cc(C3CC3)nc12)N1CCOCC1	2	-2	x	-1	-2.3	2	-6	-5	204	0.0
CN1CCCN(C(=O)c2cccc3ccccc23)CC1	-1	12	0	-2	-0.5	-1	-4	1	96	0.0
CN1C[C@@H]2C(c3ccc(C(F)(F)F)cc3)C3(c4ccc(C#N)cc4)CC2(C3)[C@H]1c1ccccc1 (some centres undefined)	-5	-5	6	-7	0.9	11	-8	11	108	0.2
Nc1ccc(O)c(-c2nc3ccccc3s2)c1	-1	-5	6	3	-3.3	2	3	-3	95	-0.2
CC1CCCCC1NC(=O)COC(=O)c1ccc2ccccc2n1 (centres undefined)	0	-4	25	-1	-1.7	13	-4	-8	97	-0.1
Cc1ccc(N2CCN(C(=O)c3ccccc3Br)CC2)c(C)c1	-2	x	-13	3	-0.7	-3	-24	-1	96	0.1
OCC1(CCOc2ccccc2)CCN(Cc2ccc3cccc(F)c3n2)CC1	-1	2	-2	-5	0.6	5	-3	11	93	0.2

Assay outcomes deposited in PubChem by several laboratories.
